# HTR5A inv ag = counter-screen for OPRM1-OPRD1 inverse agonists: human HTR5A inverse agonism; HTR5A cell line, luminescence; inhibition, % at 9.3 µM; 340,000 tested, 0.083% active; AID 504634; in the data active = inhibition mostly above about 23%, no sharp cut-off; inactive = mostly below about 18%;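 note: 0% = cells with DMSO and 100% = no-cell wells with DMSO; some compounds called inactive have numbers as strong as hits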
# DAGLB inhibitor = diacylglycerol lipase beta (human) inhibition; HEK293T DAGLB membrane lysate, EnzChek fluorogenic substrate; inhibition, % at 5.17 µM; 340,000 tested, 0.059% active; in the data active = inhibition above about 34%;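 note: 0% = enzyme with vehicle and 100% = wells lacking enzyme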
# PKA-R2B act = activates the human PKA-R2B holoenzyme complex; P22694+P31323; PKA-R2B holoenzyme dissociation, Cy5-IP20 fluorescence polarization; R2B truncated from residue 108, S112A mutant; 0% DMSO only, 100% 113 µM cGMP; activation, % at 11.4 µM; 340,000 tested, 0.079% active;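 active = activation above a cutoff set at the mean over all compounds plus 3 SD, cut at about 18% in these data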;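 note: higher means more holoenzyme dissociation and a rise in polarization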
# Arrestin-AP2 inh = blocks beta-arrestin peptide binding to AP2 adaptin; FITC-arrestin peptide / GST-AP2 beads, flow cytometry; AP2 beta2 appendage carries R879A mutation; inhibition, % at 10 µM; 340,000 tested, 0.31% active;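 active = inhibition above a set limit, near 3 SD of compounds lacking own fluorescence, cut at about 54% in these data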;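 note: plate controls were DMSO wells for no effect and 5 µM unlabelled arrestin peptide for full effect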
#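 System: GST-AP2 R879A glutathione beads. Medium: PBS with 0.05% Tween 20 and 0.1% BSA. Also added: FITC-arrestin peptide, 50 nM. Incubation: 12 min plus 1 h, RT. Measured by: high-throughput flow cytometry of beads, ex 488, em 535 nm. Evaluation: percent drop in bead-associated FITC signal.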
# V-ATPase pHluor = yeast V-ATPase proton transport regulation by pHLuorin; S. cerevisiae, pHLuorin cytosolic pH fluorescence; response, % at 10 µM; 350,000 tested, 0.37% active; AID 504577; in the data active = response mostly above about 7.3%, no sharp cut-off; inactive = mostly below about 5.4%; note: actives read high; inactives centre near 0; some compounds called inactive have numbers as strong as hits; reference of the scale not given here
# PKA-R1A act = activates the PKA-R1A holoenzyme complex. P00514+P68181. PKA-R1A dissociation, Cy5-IP20 fluorescence polarization; scaled: DMSO 0%, 113 µM cGMP 100%. AID 504707. 340,000 tested, 0.083% active. activation, % at 11.4 µM;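 active = percent activation above the mean of all tested compounds plus 3 SD, cut at about 19% in these data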;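 note: higher means more PKAc released from R1A so a rise in polarization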
# OPRM1-OPRD1 ag = agonists of human mu-delta opioid receptor heterodimerization; P35372+P41143; cells, OPRM1-OPRD1 heterodimerization, luminescence; activation, % at 9.3 µM; 340,000 tested, 0.3% active; AID 504326; in the data active = activation above about 18%;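 note: 0% = vehicle-treated cells and 100% = reference agonist; values of inactives mirror those of a sister screen read the other way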
# MOR-DOR inv ag = mu-delta opioid heterodimer inverse agonism; P35372+P41143; inhibition, % at 9.3 µM; 340,000 tested, 0.21% active; cell-based MOR-DOR heterodimer luminescence; in the data active = inhibition above about 22%, passing the limit was not always enough;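 note: 0% = cells with DMSO and 100% = wells without cells with DMSO; values of inactives mirror those of a sister screen read the other way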
# HTR5A ag = HTR5A agonism, opioid heterodimer counter-screen; 340,000 tested, 0.61% active; activation, % at 9.3 µM; HTR5A agonist assay, luminescence, cell-based; in the data active = activation mostly above about 9.5%, no sharp cut-off; inactive = mostly below about 7.6%;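 note: 0% = cells with vehicle only and 100% = reference agonist; strong numbers were not always called active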
# DSG3 Ab inh = human desmoglein-3 autoantibody binding inhibition | P32926 | DSG3-coupled beads, scFv-anti-DSG3-GFP binding, flow cytometry; stronger effect = lower value | binding (percent of control), % at 10 µM | 310,000 tested, 0.48% active | AID 588358;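 active = binding more than 3 SD below its plate's average and above zero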;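 note: hits lower antibody fragment binding to DSG3; some compounds called inactive have numbers as strong as hits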
# Target sequence (P32926 whole entry, looked up, the tested form may be a part): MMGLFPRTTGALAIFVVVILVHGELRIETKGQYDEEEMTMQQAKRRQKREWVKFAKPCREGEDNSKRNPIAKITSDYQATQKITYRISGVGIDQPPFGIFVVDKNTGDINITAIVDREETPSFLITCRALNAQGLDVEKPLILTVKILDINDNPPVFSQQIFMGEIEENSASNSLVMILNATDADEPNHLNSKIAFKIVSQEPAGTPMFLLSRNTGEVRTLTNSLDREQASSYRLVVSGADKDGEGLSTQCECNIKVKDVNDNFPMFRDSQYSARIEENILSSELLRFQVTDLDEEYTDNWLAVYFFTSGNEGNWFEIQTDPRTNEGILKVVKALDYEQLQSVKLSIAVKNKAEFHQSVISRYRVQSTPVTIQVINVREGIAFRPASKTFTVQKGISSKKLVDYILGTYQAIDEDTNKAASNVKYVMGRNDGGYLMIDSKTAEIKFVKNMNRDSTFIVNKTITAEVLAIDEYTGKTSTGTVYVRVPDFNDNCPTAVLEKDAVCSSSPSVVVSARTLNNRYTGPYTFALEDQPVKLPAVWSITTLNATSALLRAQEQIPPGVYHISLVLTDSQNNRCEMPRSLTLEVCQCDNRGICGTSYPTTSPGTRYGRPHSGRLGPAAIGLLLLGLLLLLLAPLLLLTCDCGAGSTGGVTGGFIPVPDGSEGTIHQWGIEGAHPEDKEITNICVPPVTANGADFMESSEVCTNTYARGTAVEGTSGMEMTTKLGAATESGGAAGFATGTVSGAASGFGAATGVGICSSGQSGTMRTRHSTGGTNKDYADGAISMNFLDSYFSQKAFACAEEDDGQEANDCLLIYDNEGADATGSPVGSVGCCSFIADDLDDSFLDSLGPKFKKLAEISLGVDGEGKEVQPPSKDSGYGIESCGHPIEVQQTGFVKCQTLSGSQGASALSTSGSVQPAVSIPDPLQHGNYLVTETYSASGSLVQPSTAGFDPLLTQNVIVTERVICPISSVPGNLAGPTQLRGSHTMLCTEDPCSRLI
# Starred values were filed as active, the others as inactive; · = not tested or not shown.
SMILES,HTR5A inv ag,DAGLB inhibitor,PKA-R2B act,Arrestin-AP2 inh,V-ATPase pHluor,PKA-R1A act,OPRM1-OPRD1 ag,MOR-DOR inv ag,HTR5A ag,DSG3 Ab inh
CCOC(=O)C1=C(N)Oc2cc(O)ccc2C1c1ccc(F)cc1F (stereo unspecified),9,-2,5,-2,0,-12,5.3,-24,-2,104
O=S(=O)(/C=C/c1ccccc1)N1CCN(c2cccc(Cl)c2)CC1,12,-7,2,3,1,-6,2.4,-13,0,100
CCCC1C(=O)N(c2ccccc2)C1c1ccccc1 (stereo unspecified),-12,-7,-7,-1,-3,-2,7.0,-40,6,91
CC(=O)N/C(=C\c1ccccc1)C(=O)N1CCOCC1,4,0,-3,-1,10*,-7,-1.4,6,-1,107
O=C(c1cc(-c2ccc(O)cc2)on1)N1CCCC1,-25,2,0,-3,3,-11,-0.7,5,9,100
O=C(CSc1nnnn1-c1cccc2ccccc12)N1CCOCC1,-15,2,-3,16,-1,-4,-1.4,7,5,·
CC1CC(=O)NN1C(=O)c1ccccc1 (stereo unspecified),7,-2,16,-8,4,1,-1.9,10,1,116
CC(C)=CCN1CCN(Cc2cnc(N3CCCC3)s2)CC1CCO (stereo unspecified),8,-2,4,-2,0,1,0.3,-1,-3,101
CCc1nnc(NC(=O)c2ccc3c(=O)n4c(nc3c2)CCCCC4)s1,10,2,2,10,6,-7,-0.8,4,1,101
CC(C)NC(=O)COC(=O)c1ccccc1C(=O)c1ccccc1,-11,3,4,3,0,-5,1.0,-6,-1,106
CC1CCCCN1Cc1c(C#N)c2ccccc2n1C (stereo unspecified),-57,-5,-1,-2,0,6,3.8,-21,21*,114
CN(CC(=O)Nc1ccc(F)cc1)C(=O)C1CCN(C(=O)Nc2ccccc2)CC1,-37,2,2,17,4,-4,-1.9,8,15,90
O=C(CSc1nc(=O)n2ccccc2n1)NCCc1ccccc1,1,-1,-9,20,-3,-18,0.6,-4,-1,102
Cc1ccc(C(=O)Nc2ccc3c(c2)OCO3)cc1NC(=O)c1ccco1,12,0,6,-34,0,8,-0.9,5,-4,100
CCCN(CC(=O)Nc1ccccc1C)C(=O)c1ccc2ccccc2n1,-10,3,-3,3,-5,-3,1.9,-13,2,109
CCN(CC)C(=O)C1=C(C)N(CCC2=CCCCC2)C(=O)C(CC(=O)NCc2cccc3ccccc23)C1 (stereo unspecified),·,-5,-3,·,1,16,·,·,·,101
CCOC(=O)c1ccc(N=c2sc(C(=O)OC)cc(=O)n2C2CC2)cc1,0,1,8,106*,0,-2,-0.2,1,2,95
O=C1/C(=C/c2cccc(Cl)c2)CSc2sccc21,-15,-7,6,-2,-2,-5,-1.1,6,6,·
Clc1cc(Cl)c(Cl)c(Cl)c1Cl,2,1,9,20,-2,11,-0.4,2,-1,103
Nc1nc(-c2cc(Cl)cc(Cl)c2OC(F)F)cs1,1,-1,-1,12,-2,-5,3.0,-15,4,101
Cc1ccc(CNC(=O)C2CC=CCC2C(=O)O)cc1 (stereo unspecified),1,-3,-12,15,5,-12,-1.2,5,0,101
CCOC(=O)C1=C(C)N=c2s/c(=C/c3ccc(OCC(=O)O)cc3)c(=O)n2C1c1ccc(SC)cc1 (stereo unspecified),24,2,-4,2,3,-9,-2.1,11,-4,93
Cc1ccc(/C=N/NC(=O)CSc2nnc(-c3ccc(Cl)cc3)n2-c2ccc(Cl)cc2)o1,-32,4,-7,16,-2,-1,37*,-186,11,91
O=C(CN1C(=O)NC2(CCCCCC2)C1=O)NCCc1ccc(F)cc1,-5,2,6,7,2,-1,0.5,-2,2,101

# Another view of part of the listing above:
compound	HTR5A inv ag	DAGLB inhibitor	PKA-R2B act	Arrestin-AP2 inh	V-ATPase pHluor	PKA-R1A act	OPRM1-OPRD1 ag	MOR-DOR inv ag	HTR5A ag	DSG3 Ab inh
CCCN(CC(=O)Nc1ccccc1C)C(=O)c1ccc2ccccc2n1	-10	3	-3	3	-5	-3	1.9	-13	2	109
CCN(CC)C(=O)C1=C(C)N(CCC2=CCCCC2)C(=O)C(CC(=O)NCc2cccc3ccccc23)C1 (stereo unspecified)	·	-5	-3	·	1	16	·	·	·	101
CCOC(=O)c1ccc(N=c2sc(C(=O)OC)cc(=O)n2C2CC2)cc1	0	1	8	106*	0	-2	-0.2	1	2	95
O=C1/C(=C/c2cccc(Cl)c2)CSc2sccc21	-15	-7	6	-2	-2	-5	-1.1	6	6	·
Clc1cc(Cl)c(Cl)c(Cl)c1Cl	2	1	9	20	-2	11	-0.4	2	-1	103
Nc1nc(-c2cc(Cl)cc(Cl)c2OC(F)F)cs1	1	-1	-1	12	-2	-5	3.0	-15	4	101
Cc1ccc(CNC(=O)C2CC=CCC2C(=O)O)cc1 (stereo unspecified)	1	-3	-12	15	5	-12	-1.2	5	0	101
CCOC(=O)C1=C(C)N=c2s/c(=C/c3ccc(OCC(=O)O)cc3)c(=O)n2C1c1ccc(SC)cc1 (stereo unspecified)	24	2	-4	2	3	-9	-2.1	11	-4	93
Cc1ccc(/C=N/NC(=O)CSc2nnc(-c3ccc(Cl)cc3)n2-c2ccc(Cl)cc2)o1	-32	4	-7	16	-2	-1	37*	-186	11	91
O=C(CN1C(=O)NC2(CCCCCC2)C1=O)NCCc1ccc(F)cc1	-5	2	6	7	2	-1	0.5	-2	2	101

# Additional records.
SMILES,HTR5A inv ag,DAGLB inhibitor,PKA-R2B act,Arrestin-AP2 inh,V-ATPase pHluor,PKA-R1A act,OPRM1-OPRD1 ag,MOR-DOR inv ag,HTR5A ag,DSG3 Ab inh
O=C(CNCCc1ccccc1)N1CCc2ccccc2C1,-1,2,-9,-16,1,-1,-2.8,13,1,·
CCC(=O)N1CCN(c2ccc(NC(=S)NC(=O)c3cccc([N+](=O)[O-])c3)cc2)CC1,0,6,-5,14,3,-6,-0.7,4,1,109
C[C@H](CO)N1C[C@H](C)[C@@H](CN(C)S(=O)(=O)c2cn(C)cn2)Oc2cc(Br)ccc2S1(=O)=O,·,0,-2,·,-2,-2,·,·,·,105
COc1ccccc1CNC(=O)CS(=O)(=O)c1ccc(C)cc1,-1,-2,3,41,1,2,-0.4,2,0,111
COCCCNC(=O)C1CCCN(S(=O)(=O)c2ccc(C)cc2)C1 (stereo unspecified),-1,-1,13,2,3,-9,-1.1,6,3,107
CN(C)S(=O)(=O)c1cccc(NC(=O)COC(=O)c2cc(=O)[nH]c(=O)[nH]2)c1,28,-2,-13,-2,-1,4,-1.8,9,-1,85
O=C(COC(=O)c1ccccc1Nc1ccccc1)NCc1ccccc1,-19,0,-7,1,4,-7,-1.0,5,2,113
O=C(NC(=S)NCc1ccccc1)c1ccccc1,1,0,-7,-7,·,8,0.6,-4,8,103
Cc1cc(NC(=O)CSc2nc(C3CCCCC3)nc3ccccc23)no1,-22,-16,-2,-6,0,5,2.0,-9,-1,109
CC(C)C(NS(=O)(=O)c1cccs1)C(=O)NCc1ccccc1 (stereo unspecified),-27,3,9,-11,-3,2,-1.8,11,6,·
O=C(CC(c1ccccc1)c1ccccc1O)N1CCCC1 (stereo unspecified),-25,-1,7,6,1,-5,-2.1,12,-4,108
Cc1ccc(CC(CC(=O)O)C(=O)Nc2ccc(Cl)cc2)cc1 (stereo unspecified),-28,1,5,11,2,-8,-3.0,14,8,97
CCCCOC(=O)CCCc1ccc([N+](=O)[O-])cc1[N+](=O)[O-],3,-5,-8,15,-4,2,3.3,-16,-1,94
COc1ccc(C(C(=O)NC2CCCC2)N(C(=O)c2ccco2)c2ccccc2C(C)=O)cc1OC (stereo unspecified),-6,0,-5,-6,-1,4,1.4,-12,2,93
COc1ccccc1N1CCN(c2nc3ccccn3c(=O)c2C=O)CC1,6,1,-3,23,-1,-5,0.9,-4,-3,110
COc1ccc(-n2c(C)cc(/C=N/Nc3nc(N4CCOCC4)nc(N4CCOCC4)n3)c2C)cc1,-3,-1,-11,14,1,-6,-1.5,8,-3,94
CCOc1ccccc1NC(=O)c1sc2nc(C)nc(N3CCOCC3)c2c1C,-8,-3,-3,-5,4,-1,-1.1,7,1,101
CC(=O)c1ccc(S(=O)(=O)NCCC(=O)OC(C)C(=O)Nc2ccc(F)cc2)cc1 (stereo unspecified),-24,-2,0,2,0,-6,-0.6,4,9,98
CN1CCN(c2ccc(NC(=O)c3ccc4c(c3)OCCO4)cc2Cl)CC1,-8,2,-4,-1,5,-12,-0.4,2,9,103
CC(=O)Nc1ccc(S(=O)(=O)Nc2cccc(-n3cnnn3)c2)cc1,-8,-1,1,-3,4,-4,-2.8,14,-3,89
Cc1cc(C)cc(Nc2ncnc3nc[nH]c23)c1,-17,0,11,25,-1,-2,-1.6,8,6,97
Cc1cc(C)cc(C(=O)NC(CC(N)=O)c2ccc(NCCN3CCCC3)c([N+](=O)[O-])c2)c1 (stereo unspecified),-2,-2,7,-2,1,3,-1.4,8,4,102
Fc1ccc(NCc2nnc3n2CCCCC3)cc1,13,1,-2,-21,-1,12,-3.6,18,2,93
Cn1nc(-c2ccccc2)c(CO)c1Oc1ccc(F)cc1,4,-5,14,41,4,-1,-4.1,21,-1,104
O=C(c1ccc(Cn2cc(Br)cn2)cc1)N1N=C(C(F)F)CC1(O)C(F)F (stereo unspecified),-1,0,0,0,0,0,4.5,-26,0,103
CCn1c(SCC(=O)N/N=C/C=C\c2ccccc2[N+](=O)[O-])nnc1-c1ccccc1,9,4,-3,10,9,-1,-0.8,4,-4,101
CN(C)c1ccc(CN2CCCCCC2)cc1,11,0,-4,-6,1,-11,-2.1,11,2,104
Cc1nc2nc(SCc3ccccc3)nn2c(C)c1C,-8,-1,-4,-23,-2,-6,-3.2,17,2,101
CCC(=O)N1c2ccc(S(=O)(=O)NCCc3ccc(C)cc3)cc2CC1C (stereo unspecified),-4,-4,-10,6,-4,-15,-1.4,8,1,97
COc1cc(/C=N/NC(=O)c2ccc(C)nc2)cc([N+](=O)[O-])c1O,-5,-3,-9,-17,2,-10,-2.6,13,2,78
CCN(CC)S(=O)(=O)c1cc(NC(=O)Cc2ccsc2)ccc1C,-4,-1,-7,-2,-1,6,0.4,-2,2,123
CC(=O)Nc1ccc2ccccc2c1,-5,2,-2,9,1,-13,-0.3,2,5,98

# 3 of the entries above in order of the V-ATPase pHluor value, largest number first:
canonical_smiles | V-ATPase pHluor
O=C(COC(=O)c1ccccc1Nc1ccccc1)NCc1ccccc1 | 4
O=C(CC(c1ccccc1)c1ccccc1O)N1CCCC1 (stereo unspecified) | 1
CCC(=O)N1c2ccc(S(=O)(=O)NCCc3ccc(C)cc3)cc2CC1C (stereo unspecified) | -4

# Screening results as filed in PubChem.
